MgcRacGAP inhibition: MgcRacGAP GTPase-activating activity inhibitors, confirmation, biochemical, ADP Hunter fluorescence; AID 624330; hit rate 0.6% among 340,000; MgcRacGAP-stimulated Rac1 GTP hydrolysis, ADP Hunter fluorescence; higher % means a stronger effect; GST-tagged Rac1 F28L mutant substrate; one-dose inhibition, % at 30 µM; IC50 in µM for titrated hits;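 active = first-screen hits whose inhibition reached a set limit at any dose in the follow-up dose series; inconclusive = inhibition above the set first-screen limit but never retested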;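 note: fluorescence reports GDP produced by GAP-driven GTP hydrolysis; strong numbers were not always called active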
Myeloid diff 2: promotes myeloid progenitor differentiation. ER-HoxA9 myeloid progenitors, lysozyme-GFP differentiation, flow cytometry. calls only at 10 µM. hit rate 1% among 360,000. AID 624256;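 active = normalized GFP-positive differentiation at or above the plate's own cutoff, the solvent-only control mean plus 3 SD; inconclusive = no clear call, values can overlap the other calls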;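 note: cells exposed to compound for four days before flow analysis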
Myeloid diff 2 GFP+ MAC1+ %: recorded beside Myeloid diff 2, whose call it bears; GFP+ MAC1+ double positive, %; measured here: differentiation confirmed by MAC1 staining
An asterisk follows results filed as active; i = inactive; ? = inconclusive; . = not tested or not shown; + = active, no number. Some of the compounds tested. The share of hits here may be higher or lower than overall.

SMILES	MgcRacGAP inhibition	Myeloid diff 2	Myeloid diff 2 GFP+ MAC1+ %
Cc1cc([N+](=O)[O-])c2ccccc2c1NS(=O)(=O)c1ccccc1	4%	i	1.2
CCCCn1c(N)c(N(CC(C)C)C(=O)c2cc(Br)c(Br)s2)c(=O)[nH]c1=O	4%	i	0.7
C[N+](C)(C)CCC(=O)N1C/C(=C/c2ccccc2)C(=O)/C(=C\c2ccccc2)C1	128µM*	i	1.9
COc1ccc(S(=O)(=O)N(C)C[C@@H]2OCc3cnnn3CCCC(=O)N([C@@H](C)CO)C[C@H]2C)cc1	5%	i	0.2
O=C(Nc1ccc([N+](=O)[O-])cc1NC(=O)c1ccccc1)c1ccccc1	2%	i	0.5
C[C@]12c3[nH]c4ccc(Cl)cc4c3CCN1C(=O)[C@@H](CC(=O)NCc1cccc(C(F)(F)F)c1)C[C@@H]2C(=O)N1CCCCC1	7%	i	1.0
C(=C1c2ccccc2-c2ccccc21)c1ccccn1	13%	i	0.5
Fc1cccc(F)c1[B-](F)(F)F	-2%	i	0.7
CCN1CCC(CN2CCNC2=S)CC1	6%	i	1.2
Cc1ccccc1NC(=O)Cc1nc(COC(=O)Cc2cccc(C(F)(F)F)c2)cs1	9%	i	0.8
CCCc1cc(=O)oc2cc(OCC(=O)NCCN3CCOCC3)c(Cl)cc12	4%	i	1.0
O=C1CC(C(=O)O)NC(=S)N1 (stereo unspecified)	3%	i	0.6
CC1=CC(C)(C)NC(=S)N1CCO	-6%	i	1.0
N#Cc1cccc(N2[C@@H](Cc3cc4ccccc4n3Cc3ccccc3)COC[C@H]2Cc2ccc3ccccc3c2)c1	12%	i	0.3
CCOC(=O)C1CN(Cc2ccccc2)C(=O)C1=O (stereo unspecified)	6%	i	1.7
CCN1CCN(S(=O)(=O)c2ccc(Cl)c(C(=O)N(C)C3CCCCC3)c2)CC1	10%	i	0.8
C[C@@H]1CN[C@@H](CCO)/C1=C\c1ccccc1	5%	i	0.9
Cc1ccc(S(=O)(=O)N2CCN(C(=O)c3cc(S(=O)(=O)N4CCOCC4)c(Cl)cc3Cl)CC2)cc1	6%	i	0.9
O=[N+]([O-])c1ccc(NN=Cc2cccc(O)c2)nc1	12%	i	0.8
CC1CCC2(CC1)NC(=O)N(NC(=O)C1CCN(C(=O)c3ccc(Cl)cc3)CC1)C2=O (stereo unspecified)	3%	i	0.4
CC[C@]12c3[nH]c4cc(CCC(=O)N(C)C)ccc4c3CCN1C(=O)[C@@H](CC(=O)NC/C=C(\C)CCC=C(C)C)C[C@@H]2C(=O)N1CCN(C(=O)c2ccco2)CC1	7%	i	2.6
O=C1N[C@H]2CC=C[C@H]2Nc2ccccc21	3%	+	3.1*
COC(=O)[C@@H](Cc1ccccc1)NC(=O)CC[C@H]1O[C@@H](n2cc(C)c(=O)[nH]c2=O)C[C@@H]1O	3%	i	0.7
Cc1cn([C@H]2C[C@H](O)[C@@H](CNC/C=C/c3ccccc3[N+](=O)[O-])O2)c(=O)[nH]c1=O	9%	i	1.2
CC(=O)Nc1ccc2c(c1)C(=Nc1ccccc1)c1ccccc1-2	11%	i	1.9

Shown with bars between the fields: part of the list above
molecule | MgcRacGAP inhibition | Myeloid diff 2 | Myeloid diff 2 GFP+ MAC1+ %
COc1ccc(S(=O)(=O)N(C)C[C@@H]2OCc3cnnn3CCCC(=O)N([C@@H](C)CO)C[C@H]2C)cc1 | 5% | i | 0.2
O=C(Nc1ccc([N+](=O)[O-])cc1NC(=O)c1ccccc1)c1ccccc1 | 2% | i | 0.5
C[C@]12c3[nH]c4ccc(Cl)cc4c3CCN1C(=O)[C@@H](CC(=O)NCc1cccc(C(F)(F)F)c1)C[C@@H]2C(=O)N1CCCCC1 | 7% | i | 1.0
C(=C1c2ccccc2-c2ccccc21)c1ccccn1 | 13% | i | 0.5
Fc1cccc(F)c1[B-](F)(F)F | -2% | i | 0.7

Additional results follow.
SMILES	MgcRacGAP inhibition	Myeloid diff 2	Myeloid diff 2 GFP+ MAC1+ %
CC1(C)OC2OC3C(CN)OC(c4ccccc4)OC3C2O1 (stereo unspecified)	0%	i	0.5
COc1cc(OC)c(NS(=O)(=O)c2cc(C(=O)NCCCN3CCOCC3)ccc2C)cc1Cl	12%	i	0.6
O=C(CCNC(=O)c1ccc(Br)cc1)Nc1ccc(S(=O)(=O)N2CCCCC2)cc1	11%	i	0.7
COc1cccc(C(=O)C(=O)c2cccc(OC)c2OC)c1OC	3%	i	0.9
O=C1NC(=O)C(Cc2ccc(O)cc2)N1 (stereo unspecified)	-8%	i	4.2
CC[C@]12c3[nH]c4cc(CCC(=O)N(C)C)ccc4c3CCN1C(=O)[C@@H](CC(=O)NCC13CC4CC(CC(C4)C1)C3)C[C@@H]2C(=O)N1CCN(C(=O)C2CC2)CC1	6%	i	0.6
CC(C)CNC(=S)N1CCC(C(=O)c2ccc(Cl)cc2)CC1	27%	i	1.3
COCCn1c(SCC(=O)N2CCCC2=O)nnc1-c1ccncc1	9%	i	1.1
CCCCCC(=O)N1C[C@@H](n2cc(COC(=O)c3ccccc3)nn2)[C@H](O)C[C@@H]1c1ccc(Cl)cc1	13%	i	1.3
Nc1ccc(S(=O)(=O)Nc2nccc(/C=C/c3cccc([N+](=O)[O-])c3)n2)cc1	9%	i	1.2
O=C1CSC(=S)N1Cc1cccs1	-1%	i	0.7
COC(=O)c1c(-c2ccccc2)[nH]c(-c2nccc3ccccc23)c1C(=O)OC	6%	i	0.7
O=C(Nc1ccn(CCCNCc2ccc3c(c2)OCO3)c(=O)n1)OCc1ccccc1	10%	i	0.5
CCOC(=O)c1ccc(NC(=O)c2ncn3c2C(=O)NC[C@H]3C)cc1	9%	i	0.4
COc1cc(-c2nnc(COC(=O)c3ccc([N+](=O)[O-])o3)o2)cc(OC)c1OC	17%	i	1.4
C[C@@H]1CN([C@@H](C)CO)C(=O)CCCn2nncc2CO[C@@H]1CN(C)C(=O)c1ccc(N2CCN(C)CC2)cc1	11%	i	0.4
Cc1cccc(C)c1NC(=O)CN1CCN(C(=O)C2CCC2)CC1	2%	i	0.9
Cc1ccccc1C(=O)N1CCC2CC1c1cc(Cl)ccc12 (stereo unspecified)	4%	i	0.5
O=C(COC(=O)Cc1cccc(F)c1)NC(=O)NC1CCCCC1	11%	i	0.5
C[C@@H]1CN([C@H](C)CO)C(=O)c2cc(C#CC(C)(C)O)cnc2O[C@@H]1CN(C)C(=O)C1CC1	14%	i	0.7
COc1ccc([C@H]2N[C@]3(CCCN(Cc4cccn4C)C3=O)[C@H]3C(=O)N(C)C(=O)[C@@H]23)cc1	14%	i	0.3
O=C(Nc1cc(S(=O)(=O)N2CCOCC2)ccc1N1CCCC1)c1cc(F)c(F)cc1Cl	-7%	i	1.0
O=C(NN=Cc1cc(Cl)ccc1[N+](=O)[O-])c1cccc2ccccc12	4%	i	0.7
COC(=O)C1OCOC2C(C(=O)OC)OCOC12 (stereo unspecified)	3%	i	2.1
C[C@H]1CN([C@@H](C)CO)C(=O)c2cc(Br)cnc2O[C@@H]1CN(C)C(=O)c1ccncc1	15%	i	0.2

Entries listed above printed as active in MgcRacGAP inhibition:
Structure	MgcRacGAP inhibition	Myeloid diff 2 GFP+ MAC1+ %
C[N+](C)(C)CCC(=O)N1C/C(=C/c2ccccc2)C(=O)/C(=C\c2ccccc2)C1	128µM*	1.9

The results go on.
SMILES	MgcRacGAP inhibition	Myeloid diff 2	Myeloid diff 2 GFP+ MAC1+ %
CC(=O)c1ccc(OCCCC(=O)Nc2cc(S(=O)(=O)N3CCCCC3)ccc2C)cc1	6%	i	1.3
CN1/C(=C/C=C/c2n(C)c3cc([N+](=O)[O-])c([N+](=O)[O-])cc3[n+]2C)C(C)(C)c2ccccc21	?	+	12*
CC1=C(C(=O)N2CCOCC2)CC(CC(=O)NCc2cccs2)C(=O)N1Cc1ccc(C(C)(C)C)cc1 (stereo unspecified)	11%	i	0.2
N#Cc1ccccc1S(=O)(=O)N1CCN(C(=O)c2cc3c(s2)CCC3)CC1	7%	i	0.3
CCOc1ccc(S(=O)(=O)N(C)c2ccc(OCC(=O)Nc3ccccc3F)cc2)cc1	4%	i	0.2
O=[N+]([O-])c1ccc(S(=O)(=O)N2CCN(c3ccccn3)CC2)cc1	9%	i	0.5
CCOC(=O)Cn1ccc2cc(S(=O)(=O)N3CCCC3)ccc21	19%	i	0.2
O=C(Nc1ccc(Cl)c(S(=O)(=O)N2CCOCC2)c1)c1ccc(Cl)nc1	6%	i	0.7
CCOC(=O)C1=C(C)c2ccccc2OC1(CC)C(=O)OCC (stereo unspecified)	5%	i	0.5
CCOC(=O)C1=C(C)OC(=Cc2ccc(OC)cc2)C1=O	4%	i	0.7
COc1ccc(-c2ccc3c(c2)O[C@H](CN(C)C(=O)Nc2ccccc2F)[C@@H](C)CN([C@H](C)CO)S3(=O)=O)cc1	15%	i	0.6
CC(C(=O)Nc1ccc(S(=O)(=O)N2CCCC2)cc1)N1CCCC(C(N)=O)C1 (stereo unspecified)	8%	i	0.7
CCOc1ccc(NC(=O)COc2cccc3cccnc23)cc1S(=O)(=O)N1CCCC1	5%	i	0.5
COc1ccc2[nH]c3c(c2c1)CNCC3	17%	i	1.6
CCOc1ccc(NC(=O)CN(C)C(=O)C2CC(=O)N(CCc3ccc(OC)c(OC)c3)C2)cc1OCC (stereo unspecified)	3%	i	0.2
Cc1ccc(C(=O)N2CCC3CC2c2cc(-c4ccc5c(c4)OCO5)ccc23)cc1 (stereo unspecified)	10%	i	0.7
CN1C(C)(C)CC(=NO)CC1(C)C	1%	i	0.9
CCN(CC)C(=O)C1=C(C)N(CCCN2CCCC2=O)C(=O)C(CC(=O)NCC2CCCCC2)C1 (stereo unspecified)	10%	i	1.6
O=C(Nc1ccc(S(=O)(=O)N2CCOCC2)cc1)c1ccc(Cl)c([N+](=O)[O-])c1	1%	i	0.4
CN(Cc1ccccc1)C(=O)COC(=O)c1ccc(-n2cnnn2)cc1	7%	i	0.2
Cc1cc(S(=O)(=O)c2ccc(Cl)cc2)nc(S(=O)(=O)c2ccc(Cl)cc2)c1C#N	10%	i	0.6
CCN(C(=O)Nc1cccc2ccccc12)c1ccccc1	8%	i	0.2
O=C(C[C@H]1C[C@H](C(=O)N2CCOCC2)[C@@]2(CCC3CCCC3)c3[nH]c4ccc(Cl)cc4c3CCN2C1=O)NCCN1CCOCC1	-3%	i	0.6
C#CCN(C[C@@H]1[C@@H](OC(=O)NC2CCCC2)[C@@H](OC(=O)NC2CCCC2)CN(C(=O)OC(C)C)N1C(=O)OC(C)C)S(=O)(=O)c1ccc(C)cc1	5%	i	0.0
Cc1[nH]c2ccccc2c1C(=O)C(=O)NCc1nnnn1-c1ccc(F)cc1	6%	i	0.6

3 compounds from above, arranged by SMILES length, smallest number first.
SMILES	MgcRacGAP inhibition	Myeloid diff 2	Myeloid diff 2 GFP+ MAC1+ %
CCOC(=O)C1=C(C)c2ccccc2OC1(CC)C(=O)OCC (stereo unspecified)	5%	i	0.5
Cc1[nH]c2ccccc2c1C(=O)C(=O)NCc1nnnn1-c1ccc(F)cc1	6%	i	0.6
N#Cc1ccccc1S(=O)(=O)N1CCN(C(=O)c2cc3c(s2)CCC3)CC1	7%	i	0.3

(further entries)
SMILES	MgcRacGAP inhibition	Myeloid diff 2	Myeloid diff 2 GFP+ MAC1+ %
OC(CCCN1CCCCC1)(c1ccccc1)c1ccc(C(F)(F)F)cc1 (stereo unspecified)	2%	i	1.4
O=C(Cc1ccccc1)NN=C1CCCC1	-3%	i	0.2
COc1ccc(OC)c(S(=O)(=O)Nc2ccc3c(c2)OCCO3)c1	8%	i	1.2
COCCOC(=O)C1=C(C)NC(=S)NC1c1ccc(OCC(=O)N2CC(C)OC(C)C2)c(OC)c1 (stereo unspecified)	4%	i	0.7
COc1ccc(C2(CNC(=O)c3cc(OC)c(OC)c(OC)c3)CCCC2)cc1OC	16%	i	0.2
CN1C[C@@H]2[C@@H]3C(=O)N(Cc4ccccc4)C(=O)[C@@H]3[C@](C)(C1=O)N2C(=O)c1ccc(C(F)(F)F)cc1	-2%	i	2.1
CN(Cc1cc(Cl)cc(Cl)c1O)Cc1c(O)ccc2ccccc12	31%	i	0.7
C[C@H]1CN([C@@H](C)CO)C(=O)c2cc(C#CC3(O)CCCC3)cnc2O[C@H]1CN(C)C(=O)C1CC1	8%	i	1.2
O=C(Nc1cc(C(F)(F)F)ccc1N1CCCC1)C1CC(=O)N(Cc2ccccc2)C1 (stereo unspecified)	7%	i	0.3
O=C(CCCN1C(=O)NC2(CCCC2)C1=O)Nc1ccc(Cl)c(S(=O)(=O)N2CCOCC2)c1	3%	i	0.7
COC(=O)[C@H]1C[C@@]2(O)CN(S(=O)(=O)c3ccc(C)cc3)C[C@@]2(OC(=O)NCc2ccco2)C[C@H]1C(=O)OC	8%	i	1.5
CC1(C)COC(c2cccc([N+](=O)[O-])c2)OC1	3%	i	0.8
CN1OC[C@@H]2CN(C(=O)CCc3ccccc3)[C@H](c3cccc(-c4ccc(C#N)cc4)c3)C[C@@H]21	5%	i	0.6
Cc1cccc(N2CCN(C(=S)c3ccc4c(c3)OCO4)CC2)c1	9%	?	.
Cc1ccc(NC(=O)c2ncn(CCCNCc3ccccn3)n2)cc1C	6%	i	1.1
Cc1ccc(C(=O)N2[C@@H]3CN(C)C(=O)[C@@]2(C)[C@H]2C(=O)N(C)C(=O)[C@@H]32)cc1	5%	i	1.7
CCN(CC)C(=O)C1=C(C)N(Cc2ccc(C(C)(C)C)cc2)C(=O)C(CC(=O)NCC2CCCCC2)C1 (stereo unspecified)	10%	i	1.8
CCOc1ccccc1NC(=O)CC1(CC(=O)N2CCOCC2)CCCC1	7%	i	0.7
Cc1ccc(NC(=O)C(C)N2CCCc3ccccc32)cc1S(=O)(=O)N1CCOCC1 (stereo unspecified)	15%	i	0.3

High-throughput results deposited in PubChem by several laboratories.
